# Bioassay records (PubChem)
# ERp5 block: blocks human ERp5 reductase activity on insulin; AID 651711; ERp5 insulin aggregation, absorbance 650 nm, 90 min; 350,000 compounds, 0.05% hits; inhibition, % at 9.99 µM; Q15084;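 active = mean replicate inhibition above about 25%, with every replicate also reaching it, limit read from the data, passing the limit was not always enough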
# Target sequence (Q15084 whole entry, looked up): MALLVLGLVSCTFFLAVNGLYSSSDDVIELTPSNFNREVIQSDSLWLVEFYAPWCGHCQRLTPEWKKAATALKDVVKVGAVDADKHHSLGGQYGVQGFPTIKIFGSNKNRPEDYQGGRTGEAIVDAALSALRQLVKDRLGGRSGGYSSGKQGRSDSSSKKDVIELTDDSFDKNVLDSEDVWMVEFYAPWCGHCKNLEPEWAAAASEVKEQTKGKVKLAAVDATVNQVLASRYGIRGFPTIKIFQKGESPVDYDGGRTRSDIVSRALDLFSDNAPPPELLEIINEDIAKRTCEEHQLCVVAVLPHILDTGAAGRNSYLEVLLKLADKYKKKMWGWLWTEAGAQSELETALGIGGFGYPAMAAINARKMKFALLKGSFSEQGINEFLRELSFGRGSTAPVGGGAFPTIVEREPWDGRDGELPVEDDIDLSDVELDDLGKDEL
# Cneo AK release: Cryptococcus neoformans lysis via adenylate kinase release. C. neoformans lysis, adenylate kinase release luminescence, 4 h; normalised: neutral wells 0, clomiphene wells 100. lysis activity, % at 15 µM. 360,000 compounds, 0.2% hits. AID 651654;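 active = mean lysis activity across replicates of at least 80%, whatever share of replicates individually reach that level; inactive = mean lysis activity below 80%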
#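 Assay system: C. neoformans cells. Amount: yeast cell density of 5 × 10^6 cells/mL. Technique: AK luminescence. Buffer or medium: YPD. Times: static 4 h at 37 °C with compound, 1 h detection. Dosing: single-point compound dose. Read-out: lysis from increased AK signal.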
# SIRT5 inh: blocks human SIRT5 desuccinylation of peptide. Purified SirT5, succinyl-peptide AMC, trypsin-coupled fluorescence. inhibition, % at 15 µM. 330,000 compounds, 1.1% hits. AID 652115; in the data active = inhibition above about 15%
# Target sequence (Q9NXA8 whole entry, looked up): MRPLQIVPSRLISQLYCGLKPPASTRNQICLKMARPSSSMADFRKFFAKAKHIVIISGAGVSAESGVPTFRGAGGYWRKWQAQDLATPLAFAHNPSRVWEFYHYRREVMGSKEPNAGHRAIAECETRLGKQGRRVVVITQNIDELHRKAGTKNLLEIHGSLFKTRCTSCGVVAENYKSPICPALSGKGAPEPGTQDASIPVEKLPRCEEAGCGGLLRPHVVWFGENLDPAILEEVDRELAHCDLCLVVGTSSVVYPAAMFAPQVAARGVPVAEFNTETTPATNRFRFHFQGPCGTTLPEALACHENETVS
# ARNT TACC3 PPI: ARNT/TACC3 interaction disruption | inhibition, % at 9.99 µM | AlphaScreen His-ARNT PAS-B/GST-TACC3 binding, luminescence; TACC3 fragment carries E629A point mutation | 390,000 compounds, 0.66% hits | AID 623870;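 active = mean inhibition of replicates at least 50% and at least half of replicates each reaching 50%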;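 note: 0% = complete ARNT plus TACC3 wells and 100% = ARNT alone without TACC3; many hits fall short of the cut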
# miR122 inh: inhibitors of miR-122 in Huh7 cells; Huh7 miR-122 Renilla luciferase sensor, 48 h; neutral wells = 0, positive control = 100; activation (reporter increase), % at 12.5 µM; 340,000 compounds, 0.3% hits;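 active = mean replicate activation score at least 90 and every replicate individually at or above 90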;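 note: higher luciferase means less miR-122 activity so hits act as miR-122 inhibitors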
# esBAF inh: inhibitors of esBAF chromatin remodeling in mouse ES cells | Bmi1-luciferase knock-in reporter, 24 h; 100% = twice the neutral-well signal | reporter increase, % at 12.5 µM | 350,000 compounds, 2% hits | AID 602393; in the data active = activation above about 40%;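 note: 0% = median of the plate's neutral control wells and 100% = double that signal; a rise in the Bmi1 reporter signal indicates esBAF inhibition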
# C2C12 statin: suppressors of simvastatin-induced myotoxicity in C2C12 myotubes; rescue of ATP level, % at 7.49 µM; AID 602340; 330,000 compounds, 0.78% hits; ATP luminescence, 48 h; scaled: DMSO 0, geranylgeraniol control 100;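 active = mean ATP rescue above about 67%, or every replicate alone reaching that limit, limit read from the data, passing the limit was not always enough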;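 note: myotubes were challenged with 10 µM simvastatin during compound exposure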
# Starred values were filed as active, the others as inactive; nt = no result given; & = joins results of further samples; [ ] = another dose, or the depositor's remark. An unsorted share of the library. Share with any hit: about 4%.
Compound,ERp5 block,Cneo AK release,SIRT5 inh,ARNT TACC3 PPI,miR122 inh,esBAF inh,C2C12 statin
CC(C)c1ccccc1OCCCCCN1CCOCC1,2,0,-2,nt,5,-7,-12
O=C(CN(Cc1ccco1)C(=O)CNS(=O)(=O)c1ccccc1)NCc1ccc(F)cc1,nt,-3,nt,-3,2,2,-6
CSc1nsc2nc(=O)c(/C=C3\C=Nc4ccccc43)c(N)n12,6,0,2,-2,-2,nt,nt
Cn1c(=O)n(CCOc2ccccc2Cl)c2ccccc21,nt,0,nt,-4,-7,78*,16
CCOC(=O)C1=C(C)N(C)C(=O)NC1c1ccccc1OC (stereo unspecified),nt,2,nt,-1,3,0,17
CC[C@]12c3[nH]c4ccc(Cl)cc4c3CCN1C(=O)[C@@H](CC(=O)NCCCOC)C[C@@H]2C(=O)N1CCN(C(=O)c2ccco2)CC1,-3,-1,-5,-1,-3,-6,0
CCOc1ccc(NC(=O)C2CCCN(c3nn4c(=O)cc(C)nc4s3)C2)cc1 (stereo unspecified),2,0,2,1,5,-5,-3
Cc1cn([C@H]2C[C@H](O)[C@@H](CCC(=O)NCc3cccs3)O2)c(=O)[nH]c1=O,3,-4,-6,nt,-6,2,-6
COc1ccccc1NC(=O)c1c(C)nn(-c2ccccc2)c1Cl,5,0,-1,2,-5,16,-8
COc1ccccc1CNCC(=O)NCc1ccc(C)cc1,6,nt,5,-2,nt,nt,nt

# Overlap with the part before: two compounds, then new ones.
Compound,ERp5 block,Cneo AK release,SIRT5 inh,ARNT TACC3 PPI,miR122 inh,esBAF inh,C2C12 statin
COc1ccccc1NC(=O)c1c(C)nn(-c2ccccc2)c1Cl,5,0,-1,2,-5,16,-8
COc1ccccc1CNCC(=O)NCc1ccc(C)cc1,6,nt,5,-2,nt,nt,nt
Cc1sc(NC(=O)C2C3CCC(O3)C2C(=O)O)c(C(=O)OC(C)C)c1-c1ccc(Cl)cc1 (stereo unspecified),nt,5,nt,-31,-4,-1,3
COc1ccccc1N(CC(=O)NC(C)(C)C)C(=O)Cn1nnc(-c2ccc(C)o2)n1,nt,0,nt,-5,0,-5,11
COc1cc(OC)c2c(-c3cccc(-c4cccc(C)c4)c3)cc(=O)oc2c1,13,0,-1,-5,5,-7,-47
O=C(O)C1CC=CCC1C(=O)N1CCN(c2nc(-c3ccccc3Cl)c3cc(Br)ccc3n2)CC1 (stereo unspecified),nt,-2,nt,-20,4,nt,nt
COc1ccc(/C=C2\CCCC3C2=NN(C(=O)CSc2ncn[nH]2)C3c2ccc(OC)cc2)cc1 (stereo unspecified),21,2,6,0,-3,nt,nt
COc1ccccc1C(=O)NCC(=O)NCCSc1ccc(Br)cc1,4,1,-2,-5,-4,-2,-3
CN(C(=O)COC(=O)CCC(=O)c1ccc(F)cc1)C1CCCCC1,2,nt,2,nt,-8,5,9
CCc1ccc(OC(C)c2nnc(SCC(=O)Nc3ncccc3C)n2C)cc1 (stereo unspecified),0,-2,-3,24,-4,0,5
O=C(C[C@@H]1CC[C@@H]2[C@H](COC[C@H](O)CN2Cc2cccc(F)c2)O1)NCC1CCCCC1,0,5,-3,5,-7[16.7 µM],22,15
Cc1cc(C)n(C(=O)c2ccc(S(=O)(=O)N3CCCC3)cc2)n1,nt,-2,nt,-10,-2,-4,-4
COc1ccc(S(=O)(=O)Nc2ccc3c(c2)C(=O)N([C@H](C)CO)C[C@@H](C)[C@H](CN(C)Cc2ccc(C(=O)O)cc2)O3)cc1,-1,-4,-4,-9,-2[16.7 µM],1,nt
O=S(=O)(c1ccc(S(=O)(=O)N(Cc2ccc(F)cc2)C2CCCC2)cc1)N1CCCC1,nt,-1,nt,-1,3,5,-7
CC(C)(C)C(CN1CCCC1)OC(=O)c1ccccc1 (stereo unspecified),0,2,-2,-4,-4,-2,10
O=C(C[C@@H]1C[C@H]2c3cc(NS(=O)(=O)c4ccccc4)ccc3O[C@H]2[C@H](CO)O1)N1CCOCC1,3,-4,0,-2,6[16.7 µM],4,2
CCCN(C)C[C@@H]1OCCCC[C@@H](C)Oc2ccc(NC(=O)Nc3ccc(C(F)(F)F)cc3)cc2C(=O)N([C@H](C)CO)C[C@@H]1C,-5,-1,0,8,17[16.7 µM],-5,nt
O=C(NCC(=O)N1CCN(Cc2ccccc2)CC1)c1ccccc1Cl,2,0,-2,nt,-4,0,8
CSCC[C@H](NC(=O)N1CCn2c1nc1ccccc12)C(=O)NCc1ccco1,5,-2,-9,24,0,4,4
CCC(C(=O)N1CCN(C(=O)c2ccco2)CC1)c1ccccc1 (stereo unspecified),nt,-6,nt,-1,2,0,-10
Cc1cc(C)cc(NC(=O)COC(=O)c2cc(C)oc2C)c1,-1,nt,0,-4,-5,nt,nt
O=C1NC(c2cccc(Br)c2)=N/C1=C\c1ccco1,3,nt,1,3,4,-7,2
COc1ccc(C2=NN(C(=O)CCC(=O)O)C(c3ccc(OC)c(OC)c3)C2)cc1 (stereo unspecified),2,-1,-3,22,nt,0,2
O=C(CCN1C(=O)/C(=C/c2ccccc2Cl)SC1=S)Nc1ccccn1,4,-1,2,13,nt,-9,13
Cn1c(=O)c2c3c(sc2n2c(SCC(N)=O)nnc12)CC(C(C)(C)C)CC3 (stereo unspecified),nt,-2,nt,31,-4,-3,2
COc1cccc(S(=O)(=O)N2CC[C@@H]3[C@H]2c2cc(C#Cc4cccnc4)ccc2N[C@@H]3CO)c1,6,1,6,12,-2[16.7 µM],4,-43
CC(COc1ccc(/C=C/c2ccccc2)cc1)[N+](C)(C)C (stereo unspecified),-3,2,-5,0,-1,11,-104
COc1ccc(NC(=O)NC2CC3CCCC(C2)N3Cc2ccccc2)cc1 (stereo unspecified),nt,-1,nt,-5,17,nt,nt
N#C[C@@H]1[C@@H](c2ccc(C3=CCCCC3)cc2)[C@H](CO)N1C(=O)C1CCOCC1,4,-3,-3,3,nt,-6,12
COc1ccc(C(=O)Nc2nc(-c3ccccc3)c(C(C)=O)s2)c(OC)c1,4,nt,-3,2,nt,nt,nt
CN(CC(=O)O/N=C(\N)c1ccc(Br)cc1)S(=O)(=O)c1ccccc1,2,-1,-1,nt,nt,nt,nt
CCCN(CCC)C(=O)CCSCCC(=O)N(CCC)CCC,0,0,9,-4,-8,nt,nt
CN(C)CCNc1ccc2nnn3c4ccc(O)cc4c(=O)c1c23,5,nt,1,45,nt,nt,nt
COC(=O)C[C@@H]1CC[C@@H]2[C@H](COc3ccc(NC(=O)Nc4cc(C)cc(C)c4)cc3C(=O)N2C)O1,0,0,2,2,nt,-4,14
O=S(=O)(Nc1ccccn1)c1cc(Cl)ccc1Cl,3,0,-2,-5,28,-3,-5
O=C(/C=C/c1cccc(F)c1)OCC(=O)c1ccc[nH]1,2,0,-3,8,-2,-1,4
COc1ccc(C(=O)N(C)C2CCCCC2)cc1S(=O)(=O)N1CCOCC1,-4,-2,-4,-5,nt,-1,3
Cc1nc([N+](=O)[O-])cn1CCC#N,3,-1,-1,-1,5,nt,nt
O=C(O)COc1ccccc1/C=N/NC(=O)c1ccc2c(c1)OCCO2,3,-9,3,2,-3,13,-4
CC1=C(C(=O)N(C)C)CC(CC(=O)NCC2CCCCC2)C(=O)N1CCCN1CCCC1=O (stereo unspecified),-3,-2,4,nt,-5,-3,0
C[C@@H]1CN([C@H](C)CO)C(=O)c2cc(NS(=O)(=O)c3ccc(Cl)cc3)ccc2O[C@H]1CN(C)Cc1ccccc1,-2,2,4,1,3[16.7 µM],0,43
COc1cc(/C=N/Nc2ccc(C)cc2)cc(Br)c1O,1,3,-1,1,2,-7,17

# Entries of single compounds from above. Order of screens: ERp5 block, Cneo AK release, SIRT5 inh, ARNT TACC3 PPI, miR122 inh, esBAF inh, C2C12 statin
# O=S(=O)(Nc1ccccn1)c1cc(Cl)ccc1Cl is entered as 3, 0, -2, -5, 28, -3, -5
# COc1cc(/C=N/Nc2ccc(C)cc2)cc(Br)c1O is entered as 1, 3, -1, 1, 2, -7, 17
# COc1ccc(C(=O)N(C)C2CCCCC2)cc1S(=O)(=O)N1CCOCC1 is entered as -4, -2, -4, -5, nt, -1, 3

# Continuation.
Compound,ERp5 block,Cneo AK release,SIRT5 inh,ARNT TACC3 PPI,miR122 inh,esBAF inh,C2C12 statin
Cc1ccc(OCc2nnc(NC(=O)OCC(C)C)s2)cc1,-6,4,2,1,nt,0,3
CN1C(=O)C(C)(C)c2cc(S(=O)(=O)N3CCCC(C(=O)NCc4ccc(F)cc4)C3)ccc21 (stereo unspecified),1,0,2,-5,-5,-9,18
c1ccc(Cn2nnc3c(N4CCCCCC4)ncnc32)cc1,1,-2,-1,-4,3,4,8
CN(C(=O)CSc1nnc(-c2ccccc2F)n1N)C1CCCCC1,7,3,-5,-4,1,2,-2
CCCCOC(=O)C1=C(C)Nc2ncnn2C1c1cccc(OC)c1OC (stereo unspecified),nt,-8,nt,-7,-22,nt,nt
c1ccc(CN2C3=NCCN3c3ccccc32)cc1,nt,-3,nt,-9,-5,3,-5
C=CCn1c(SCc2ccc(C(=O)O)cc2)nc2sc(C)c(C)c2c1=O,2,nt,-2,7,-3,-2,0
COC(=O)N1CCCc2cc(C)ccc21,-1,0,-5,-17,-4,-6,1
Cn1c(Cn2c(=O)sc3ccccc32)nnc1SCC(=O)NC1CCCC1,4,5,0,11,-1,-1,-4
O=C(Cc1ccc([N+](=O)[O-])cc1)N/N=C/c1cccs1,-6,0,1,2,-1,-3,4
Cc1ccc(Cl)cc1-c1cc(C(=O)NCc2cc(C(F)(F)F)cc(C(F)(F)F)c2)[nH]n1,1,-18,nt,nt,-1,-2,-6
Cc1noc(C)c1NC(=O)Nc1cccc2c1O[C@@H](CN(C)Cc1ccc(Oc3ccccc3)cc1)[C@H](C)CN([C@@H](C)CO)C2=O,7,-1,-1,0,-8[16.7 µM],3,nt
CCCNC(=O)C[C@@H]1CC[C@@H]2[C@@H](COc3ccc(NC(=O)c4cccs4)cc3C(=O)N2C)O1,9,-1,2,1,27[16.7 µM],-7,2
COc1ccc([N+](=O)[O-])cc1C(=O)Nc1ccc(Cc2ccncc2)cc1,-1,nt,-2,-3,nt,nt,nt
N#Cc1c(N)c(C#N)c(-c2ccc(O)cc2)c2c1CCCC2,nt,-4,nt,0,1,-8,13
O=C(Nc1ccc2c(c1)OCO2)N[C@@H]1CC[C@@H](CCNC(=O)C2CCC2)O[C@@H]1CO,-14,2,-1,-7,nt,-8,-5
C[C@@H]1CN([C@H](C)CO)C(=O)Cc2cc(NC(=O)Nc3ccc4c(c3)OCO4)ccc2O[C@@H]1CN(C)Cc1ccc(Cl)c(Cl)c1,13,-2,9,nt,-9[16.7 µM],3,15
CN(C)C(=O)CSc1ccccc1C(=O)OCC(=O)NC1CC1,2,nt,-1,nt,nt,-3,2
CC1CCCN(C(=O)c2cc(F)c(F)cc2Cl)C1 (stereo unspecified),4,nt,-1,-6,-2,-7,9
N#C/C(=C\c1c(F)cccc1Cl)c1nn(-c2ccccc2)c(-n2cccc2)c1C#N,2,2,2,-1,-5,nt,nt
Cc1noc(C)c1NC(=O)Nc1ccc2c(c1)C(=O)N([C@H](C)CO)C[C@H](C)[C@@H](CN(C)C(=O)NC1CCCCC1)O2,-2&-2,-6&-1,0,-9&-1,2[16.7 µM],-10&3,-19&7
CCc1nccn1S(=O)(=O)c1ccccc1[N+](=O)[O-],0,0,1,-8,-1,0,10
Cc1nnc(N/N=C/c2ccco2)n1N,3,-4,8,29,-1,9,3
CC(=O)N1CC(=O)N(Cc2ccccc2)/C(=C/c2ccccc2)C1=O,-2,nt,3,1,nt,nt,nt
C=CCN1C(=O)[C@]2(O[C@H](CCn3cc([C@H](O)c4ccccc4)nn3)[C@@H]([Si](C)(C)c3ccc(OC)cc3)[C@@H]2C)c2cc(N3CCOC3=O)ccc21,-1,0,4,nt,nt,nt,nt
